BioA inh = blocks M. tuberculosis BioA enzyme activity. inhibition, % at 9.99 µM. 0.096% of 360,000 active. AID 602481. purified M. tuberculosis BioA enzyme, plate reader; in the data active = inhibition above about 40%; inconclusive = no clear call, values can overlap the other calls
DUSP3 inh = blocks human VHR1 dual specificity phosphatase; P51452; recombinant VHR phosphatase, pNPP absorbance; inhibition, % at 13.3 µM; 0.52% of 290,000 active; AID 1654; in the data active = inhibition above about 50%; also: some compounds called inactive have numbers as strong as hits
Target sequence (P51452 whole entry, looked up): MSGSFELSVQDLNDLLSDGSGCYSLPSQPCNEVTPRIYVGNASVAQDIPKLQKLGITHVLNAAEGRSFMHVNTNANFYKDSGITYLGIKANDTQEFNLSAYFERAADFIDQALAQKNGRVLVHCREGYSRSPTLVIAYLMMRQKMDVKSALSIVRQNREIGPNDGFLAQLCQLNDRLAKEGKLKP
Rv3671c protease = Rv3671c (M. tuberculosis) protease inhibition; inhibition, % at 5.96 µM; AID 2606; P9WHR9; 0.048% of 320,000 active; in the data active = inhibition above about 38%;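 also: extracellular domain of Rv3671c used as enzyme; 0% = enzyme with DMSO and 100% = no enzyme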
FadD28 binding = blocks FadD28 binding to the bisubstrate probe | 0.22% of 360,000 active | fluorescence polarization | inhibition, % at 12.5 µM | AID 588549; in the data active = inhibition above about 8.5%, passing the limit was not always enough; inconclusive = no clear call, values can overlap the other calls
FBA Mtb inh = Mtb fructose-bisphosphate aldolase inhibition; inhibition, % at 1 µM; 2.3% of 360,000 active; purified M. tuberculosis FBA, fluorescence read-out; AID 588726; in the data active = inhibition above about 27%;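 also: 0% = vehicle and 100% = reference inhibitor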
Target sequence (P9WQA3 whole entry, looked up): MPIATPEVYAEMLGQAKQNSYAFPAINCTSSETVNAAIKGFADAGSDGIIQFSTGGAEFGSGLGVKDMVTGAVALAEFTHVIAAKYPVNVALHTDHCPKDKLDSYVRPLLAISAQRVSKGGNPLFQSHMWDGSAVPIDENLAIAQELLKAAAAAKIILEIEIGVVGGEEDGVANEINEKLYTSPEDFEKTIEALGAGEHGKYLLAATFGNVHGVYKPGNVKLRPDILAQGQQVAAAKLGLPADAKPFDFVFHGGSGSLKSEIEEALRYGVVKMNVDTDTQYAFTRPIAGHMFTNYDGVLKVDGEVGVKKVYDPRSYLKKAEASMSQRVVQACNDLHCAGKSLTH
GDH-TPI counter = inhibits GDH-TPI coupling enzymes, artifact for Mtb FBA screen | inhibition, % at 4.8 µM | 1.2% of 360,000 active | AID 588335 | GDH-TPI coupled enzyme counterscreen, NADH absorbance;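 also: 0% = DMSO wells and 100% = wells lacking the enzyme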
BoNT-F LC inh = inhibitors of Botulinum neurotoxin F light chain protease | Multiplex microsphere protease cleavage assay, flow cytometry | inhibition, % at 10 µM | 0.22% of 360,000 active | AID 588497; in the data active = inhibition above about 35%, passing the limit was not always enough; inconclusive = no clear call, values can overlap the other calls; also: plate controls were buffer without enzyme for full effect and enzyme alone for no effect
CCHFV vOTU inh = blocks the CCHF virus ovarian tumor domain protease. CCHFV vOTU protease, Pep-AMC fluorescence. inhibition, % at 11.5 µM. 0.55% of 370,000 active; also: 0% = vehicle wells with enzyme and 100% = no enzyme wells
Mtb UGM inh = blocks M. tuberculosis UGM enzyme; P9WIQ1; purified UGM, fluorescence polarization probe displacement; inhibition, % at 10 µM; 0.06% of 320,000 active; in the data active = inhibition above about 10%, passing the limit was not always enough; inconclusive = no clear call, values can overlap the other calls
Target sequence (P9WIQ1 whole entry, looked up): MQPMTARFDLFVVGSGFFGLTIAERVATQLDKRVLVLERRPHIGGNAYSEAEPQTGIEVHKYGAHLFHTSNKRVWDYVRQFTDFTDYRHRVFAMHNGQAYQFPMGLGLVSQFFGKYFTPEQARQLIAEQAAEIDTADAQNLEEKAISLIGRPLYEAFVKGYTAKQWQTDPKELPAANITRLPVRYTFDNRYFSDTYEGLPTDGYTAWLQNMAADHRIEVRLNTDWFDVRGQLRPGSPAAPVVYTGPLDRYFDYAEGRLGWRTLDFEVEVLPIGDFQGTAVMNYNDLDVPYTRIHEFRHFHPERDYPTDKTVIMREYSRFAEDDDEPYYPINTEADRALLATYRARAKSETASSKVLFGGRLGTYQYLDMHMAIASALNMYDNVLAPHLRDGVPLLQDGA
MazEF act = MazEF (E. coli) toxin RNase activation; FAM/BHQ RNA-DNA oligo cleavage fluorescence, 5 h; activation, % at 20 µM; 0.32% of 350,000 active; in the data active = activation above about 50%
An asterisk follows results filed as active; ? = inconclusive; nt = not tested or not shown; & = joins results of further samples. Rule as the data show it, unless noted: active = inhibition above about 30%; inactive = the rest.

SMILES	BioA inh	DUSP3 inh	Rv3671c protease	FadD28 binding	FBA Mtb inh	GDH-TPI counter	BoNT-F LC inh	CCHFV vOTU inh	Mtb UGM inh	MazEF act
Cc1ccc(SCC(=O)OCC(=O)NCc2cccs2)cc1	-2.1	nt	3	-0.7	-1	3	4	18	-1.8	-2
COc1ccccc1NC(=O)Nc1nc(CC(=O)NCc2ccccn2)cs1	-3.7	nt	-11	0.1	3	5	nt	4	2.3	1
CCOc1ccc(C(=O)CCC(=O)N2CCC(C(=O)OC)CC2)cc1	-0.6	2	2	-1.0	-1	-2	-11	0	1.6	-16
O=C(Cc1ccccc1)Nc1ccccc1C(=O)O	0.9	6	2	-4.6	7	0	3	-2	2.1	3
CCCCCOC(=O)C1[C@H]2C(=O)N(c3ccccc3CC)C[C@]23C=C[C@H]1O3 (some centres undefined)	1.3	21	0	-0.5	-2	4	0	8	-2.1	3
Cc1cc2ccccc2cc1C(=O)c1ccccc1	-1.0	nt	nt	-0.6	0	9	-6	6	nt	-3
O=C1c2cccc([N+](=O)[O-])c2C(=O)N1CCO	nt	14	7	-1.3	2	-6	2	2	-0.4	0
CCc1cccc(CC)c1NC(=O)COC(=O)c1cccc(-c2ccc(OC(C)=O)cc2)c1	nt	8	-1	-0.2	1	5	-6	4	0.3	4
COc1ccc(-c2cc(C(=O)NC3=NCCS3)c3ccccc3n2)cc1OC	nt	-14	-10	-6.1	3	9	0	2	3.4	2
CC(=O)c1ccc(N2CCN(Cc3cc(=O)n4c(-c5ccccc5)csc4n3)CC2)cc1	1.9	nt	nt	-1.8	3	25	1	3	nt	0
N/C(=N\OC(=O)c1ccccc1Br)c1ccc([N+](=O)[O-])cc1	-0.6	-20	2	-2.3	3	6	-17	-2	4.6	9
Fc1ccc(-[n+]2nc(Nc3ccccc3)sc2-c2ccc(OCc3ccccc3)cc2)cc1	-2.9	13	5	-5.5	0	-4	-14	1	0.2	-4
O=C(CN1CCN(S(=O)(=O)c2ccccc2)CC1)NC1CC1	-0.2	20	-1	0.8	1	9	-6	10	0.9	4
Cc1ccc(OCCn2cc(/C=C/C(=O)O)c3ccccc32)cc1	nt	-10	nt	2.0	-2	10	-6	4	nt	-3
Cc1ccc(-n2c(SCC(=O)Nc3ccc4c(c3)OCO4)nnc2-c2cccs2)cc1	-6.6	13	-2	-0.9	2	12	-5	1	-1.0	-2
COc1ccc(NC(=O)c2ccco2)cc1NC(=O)c1cccc(OC(C)C)c1	0.1	14	1	-3.7	1	-3	6	10	1.1	7
O=C(NC1CCCCCCC1)c1ccc(CNc2c(N3CCOCC3)c(=O)c2=O)cc1	1.0	43	6	-2.8	-2	14	-5	4	0.0	5
Cc1ccsc1-c1nc(CSCC(=O)N2CCN(c3ccccc3)CC2)c(C)o1	-2.3	4	1	-0.2	5	4	-6	11	0.0	1
Cc1cccc(OCCC(=O)Nc2c(C)n(C)n(-c3ccccc3)c2=O)c1	-0.6	31	1	0.2	2	-2	-7	18	-2.1	2
Cn1c2ccccc2c2nnc(SCC(N)=O)nc21	2.3	nt	2	-2.0	-1	14	-5	-1	0.2	9
Cc1cc(=O)[nH]c(SC/C=C/c2ccccc2)n1	-0.4	6	5	-0.6	-1	3	-8	-1	-0.5	-5
C[C@@H](NC(=O)[C@@H]1Cc2ccccc2CN1C(=O)OC(C)(C)C)C(=O)NC1CCCC1	-0.5	2	-3	-0.7	0	5	5	6	0.4	2
CCN(CC)Cc1oc(-c2ccccc2)cc1C(=O)O	nt	6	0	-1.4	0	0	2	16	nt	7
COc1ccc(-n2c(=O)[nH]cc(C(=O)Nc3ccccc3)c2=O)cc1	0.5	-2	-4	-0.3	5	7	-6	-3	0.0	-6
Cc1nnc(SCC(=O)c2c(N)n(Cc3ccccc3)c(=O)n(C)c2=O)n1C	15	16	5	-0.1	2	7	4	9	-4.0	0
COc1ccc(NS(=O)(=O)c2cc(C(=O)O)ccc2C)cc1	-2.3	0	13	-1.8	1	5	-3	-23	1.5	-10
COc1ccc(C(=O)c2oc3ccccc3c2NC(C)=O)cc1	0.6	14	-19	1.6	0	33*	1	0	1.0	-6
Cc1cc(C)c(C=NNc2nc3c([nH]2)c(=O)n(C)c(=O)n3C)c(C)c1	-3.4	nt	nt	-0.6	-1	14	0	-1	nt	-30
Cc1cc(C)cc(C(=O)N2CCCCCC2)c1	-3.9	2	-9	-1.3	5	2	2	15	0.1	8
O=C1CC(c2ccsc2)c2ccc3ccccc3c2N1 (centres undefined)	nt	11	-3	-3.5	-3	-2	-4	-10	-0.7	-8
CS(=O)(=O)NN1C(=O)c2ccccc2NC1c1cccc(O)c1 (centres undefined)	-0.5	-33	-5	-0.7	41*	8	2	-81	-0.4	3
O=C1NCCC/C1=N/Nc1cc(F)ccc1F	6.6	32	-7	-1.1	-1	9	?	-5	-3.6	7
O=C1c2ccccc2S(=O)(=O)N1CC1CC(c2ccccc2Cl)=NO1 (centres undefined)	nt	29	0	-5.5	-2	7	1	7	-6.7	1
O=C(C[C@@H]1C/C=C\C[C@@H](NC(=O)OCC2c3ccccc3-c3ccccc32)C(=O)OC[C@@H](Cc2ccccc2)NC1=O)NCCO	-2.0	nt	-2	-0.6	-3	9	-10	-3	1.0	1
C=CCCC1CN(Cc2ccco2)S(=O)(=O)c2c(F)cccc2O1 (centres undefined)	2.6	nt	nt	0.5	-1	-10	1	7	nt	3
CCOC(=O)CSc1cccc2cccnc12	4.5	9	-8	-4.0	25	2	-9	-27	-3.8	4
COc1ccccc1C(=O)NNC(=O)CN1C(=O)c2ccccc2C1=O	-1.1	19	2	0.2	-2	3	-4	-1	-1.4	4
Cc1cc(C)n(-c2nc3ccccc3nc2N2CCN(S(=O)(=O)c3ccc4ccccc4c3)CC2)n1	0.1	12	-3	-3.5	2	-10	20	5	0.4	-6
COc1ccc(Cn2cnc([N+](=O)[O-])c2)cc1[N+](=O)[O-]	0.5	17	1	-3.2	-1	17	?	-5	-0.5	-8
S=C(Nc1ccc(Br)cc1Cl)Nn1cnnc1	nt	17	-9	-1.4	-3	3	-4	-2	3.4	-2
Cc1ccc(-c2csc3ncnc(N4CCN(Cc5ccccc5)CC4)c23)cc1	-2.8	-8	-3	-2.5	-1	14	?	-11	1.4	-2
NS(=O)(=O)c1ccc(CNC(=O)/C=C/c2cccc([N+](=O)[O-])c2)cc1	6.6	9	7	-2.7	-2	8	-66	4	1.2	7
Cc1ccc(/C=C/C(=O)OCn2nnc3ccccc3c2=O)o1	0.8	3	-7	-3.3	1	34*	0	-3	0.7	5
COc1n[nH]c(C(=O)Nc2nc3ccccc3s2)c1[N+](=O)[O-]	nt	21	9	-1.3	-1	7	-7	7	4.5	-5
CC(C)c1ccc(C2NC(=S)NC3=C2C(=O)CC(C)(C)C3)cc1 (centres undefined)	nt	7	1	-2.2	-4	18	-6	-7	0.8	2
CC(C)(C)OC(=O)N1CCC[C@H]1c1nnc(SCc2c(Cl)cccc2Cl)o1	-1.2	4	1	1.1	4	-7	?	13	2.4	3
CC12C(=O)N(CCC(=O)O)C(=O)C1C1C=CC2C1 (centres undefined)	-1.4	-10	-6	-0.1	1	8	5	-3	-0.4	3
OC(COc1ccc(Br)cc1)CN1CCN(c2ccccc2)CC1 (centres undefined)	0.4	17	2	0.0	1	4	6	-15	-0.4	-2
Cc1nnc(SCC(=O)NCc2ccc(Cl)cc2)[nH]c1=O	-0.8	-1	-5	-0.2	-6	-2	-12	0	0.7	-3
C[C@@H]1CN([C@@H](C)CO)C(=O)c2cc(NC(=O)C3CCCCC3)ccc2O[C@@H](C)CCCCO[C@@H]1CN(C)Cc1ccncc1	-4.4&-2.9&-2.0	nt	nt	-1.1	0	8	-4	0	nt	2
CC(C)CCOP(N)(=O)Oc1ccccc1 (centres undefined)	0.5	13	-9	-0.6	6	7	-1	4	0.7	3
Cc1ccc(S(=O)(=O)n2nc(-n3c(C)ccc3C)c3c(F)cccc32)c2ccccc12	-0.6	16	4	-4.2	1	1	0	7	1.7	8
O=C(CSc1nnnn1-c1cccnc1)Nc1ccc(F)cc1F	-1.5	-14	-3	-2.0	2	16	-3	-12	-2.5	2
Cc1nc2nc(SCC(=O)NCCCN3CCCC3)nn2c(C)c1Cc1ccccc1Cl	18	-31	2	-0.5	3	-4	-2	-2	-1.3	20
C/C(=N\Nc1nc(-c2cc(C)ccc2C)cs1)c1cc2ccccc2oc1=O	-0.4	2	-7	-2.0	1	7	-2	19	-1.7	9
CCCN1CCC(NC(=S)Nc2cccc(Cl)c2Cl)CC1	0.0	16	-2	-0.5	8	-4	-1	0	-4.2	-1
Cc1ccc(NC(=O)c2nc[nH]c2C(=O)N(C)Cc2ccccc2)cc1	1.9	nt	-4	-0.2	0	1	-4	1	0.0	8
O=C(Cn1cnc(S(=O)(=O)N2CCCCC2)c1)Nc1ccc(OC(F)(F)F)cc1	0.4	-6	-7	-1.2	0	9	10	21	2.1	2
CCc1nn(C(C)C(=O)NCc2cccc(OC)c2)c(=O)c2cc3occc3n12 (centres undefined)	14	-18	8	-0.4	-2	15	-2	9	-0.3	3
COc1ccc(-n2c(CN3CCOCC3)nc3ccccc3c2=O)c(OC)c1	1.7	14	2	0.4	0	-2	?	4	-1.1	15
COC(=O)Cn1c(=O)cnc2ccccc21	-0.1	7	-5	-1.0	4	7	-17	-16	-0.6	13
CCS(=O)(=O)c1ccc2c(c1)N(S(=O)(=O)c1ccc(OC)cc1)CC(C(=O)O)O2 (centres undefined)	0.1	5	20	-5.0	-7	-3	-37	-2	1.6	-2

Reformatted: two of the compounds above.
Cc1ccc(SCC(=O)OCC(=O)NCc2cccs2)cc1
  BioA inh = -2.1	DUSP3 inh = nt	Rv3671c protease = 3	FadD28 binding = -0.7	FBA Mtb inh = -1	GDH-TPI counter = 3	BoNT-F LC inh = 4	CCHFV vOTU inh = 18	Mtb UGM inh = -1.8	MazEF act = -2
CC(C)(C)OC(=O)N1CCC[C@H]1c1nnc(SCc2c(Cl)cccc2Cl)o1
  BioA inh = -1.2	DUSP3 inh = 4	Rv3671c protease = 1	FadD28 binding = 1.1	FBA Mtb inh = 4	GDH-TPI counter = -7	BoNT-F LC inh = ?	CCHFV vOTU inh = 13	Mtb UGM inh = 2.4	MazEF act = 3
